OXTR potentiator: human OXTR potentiators, primary screen, fluorescence, CHO-OTR cells, Fluo-8 calcium; activation, % at 3 µM; hit rate 0.061% among 320,000; Fluo-8 calcium fluorescence, potentiator mode; 0% = oxytocin EC15, 100% = EC100; Oxytocin receptor (Homo sapiens), P30559;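 active means activation above that plate's cutoff, the mean activation of tested compounds plus 3 SD, cut at about 6.6% in these data, passing the limit was not always enough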;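 further: 100% uses oxytocin at 75 nM as the full agonist control; some results filed as inactive read as strong as hits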
Target sequence (P30559 whole entry, looked up): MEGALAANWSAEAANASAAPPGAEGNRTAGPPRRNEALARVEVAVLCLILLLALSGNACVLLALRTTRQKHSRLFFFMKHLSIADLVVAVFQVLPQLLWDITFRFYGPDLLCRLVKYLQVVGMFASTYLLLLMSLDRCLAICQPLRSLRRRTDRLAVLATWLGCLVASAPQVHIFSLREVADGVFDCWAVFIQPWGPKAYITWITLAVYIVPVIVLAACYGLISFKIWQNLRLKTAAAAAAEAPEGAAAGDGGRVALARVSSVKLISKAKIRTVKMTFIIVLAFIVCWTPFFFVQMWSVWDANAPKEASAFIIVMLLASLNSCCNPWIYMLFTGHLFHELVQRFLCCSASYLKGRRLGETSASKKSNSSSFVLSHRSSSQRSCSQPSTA
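Material: human OTR in CHO cells. Compound: 3.0 µM, one dose. Timing: compound 6 min at room temperature before oxytocin, 100 s read. Evaluation: % activation of max/min ratio relative to oxytocin controls. Replication: single well per compound, singlicate. Signal: Fluo-8 calcium dye fluorescence.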
CHO-K1 Ca antag: M1 antagonist counterscreen hit in parental CHO-K1 cells; AID 602250; inhibition, % at 3 µM; hit rate 0.6% among 360,000; ATP-induced calcium, Fluo-8 fluorescence;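 active means inhibition above a per-plate cutoff, the plate's mean sample inhibition plus 3 SD, cut at about 24% in these data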;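 further: 0% = DMSO plus EC80 ATP and 100% = DMSO alone without ATP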
TAAR1 antag: human TAAR1 antagonists, primary screen, Fluo-8 calcium fluorescence, CHO RD-HGA16 cells; antagonist; inhibition, % at 3 µM; hit rate 1.5% among 360,000; AID 624466, 2012;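 active means inhibition above a per-plate cutoff, the mean inhibition of test compounds on that plate plus 3 SD, cut at about 49% in these data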;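 further: 0% = DMSO plus EC80 beta-PEA response and 100% = DMSO alone without agonist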
Target sequence (Q96RJ0 whole entry, looked up): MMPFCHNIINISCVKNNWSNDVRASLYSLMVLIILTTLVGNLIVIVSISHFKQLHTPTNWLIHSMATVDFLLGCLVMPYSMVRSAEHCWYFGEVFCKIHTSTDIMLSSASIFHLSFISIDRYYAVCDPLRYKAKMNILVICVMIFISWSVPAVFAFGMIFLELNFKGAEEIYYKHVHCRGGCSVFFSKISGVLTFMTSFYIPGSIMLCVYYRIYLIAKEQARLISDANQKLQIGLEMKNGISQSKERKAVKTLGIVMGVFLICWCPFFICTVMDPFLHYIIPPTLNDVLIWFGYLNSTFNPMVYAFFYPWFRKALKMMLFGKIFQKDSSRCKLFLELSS
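Test system – hTAAR1-expressing CHO RD-HGA16 cells, Gα16-coupled · Reagent – β-PEA at EC80 concentration, post-compound challenge · Compound dosing – 3 µM, single point · Timing – 140 s kinetic read after compound, 140 s after agonist · Detection – Fluo-8 intracellular calcium dye fluorescence, real-time kinetic reads · Control set – DMSO and EC80 PEA controls · Repeats – n of 1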
OXTR agonist: human OXTR agonists, primary screen, fluorescence, CHO-OTR cells, Fluo-8 calcium | Oxytocin receptor (Homo sapiens), P30559 | Fluo-8 calcium fluorescence; normalized: DMSO 0%, oxytocin 100% | activation, % at 3 µM | hit rate 0.32% among 320,000 | AID 2435, 2010;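 active means activation above the mean of all tested compounds plus 3 SD, cutoff set per screening run, cut at about 20% in these data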;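 further: peak over basal fluorescence ratio from a 100 s FLIPR kinetic read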
GPR7 antag: GPR7 receptor antagonists, primary screen, cell-based, fluorescence, single concentration | Neuropeptides B/W receptor type 1 (Homo sapiens), P48145 | GPR7-expressing cells, fluorescence antagonist assay | inhibition, % at 4.4 µM | hit rate 1.1% among 290,000 | AID 1861, 2009; in the data active means inhibition above about 16%, passing the limit was not always enough;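 further: cells stimulated with the agonist NPW; 0% = agonist with vehicle and 100% = vehicle without agonist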
V1aR counter: agonists of human V1a receptor, primary screen, counter-screen for OXTR agonist project, fluorescence, CHO-V1R cells; Vasopressin V1a receptor (Homo sapiens), P37288; Fluo-8 calcium fluorescence, agonist mode; 0% DMSO, 100% 3 nM vasopressin; activation, % at 3 µM; hit rate 0.25% among 320,000;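 active means activation above the mean activation of all tested compounds plus 3 SD, per screening run, cut at about 20% in these data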;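 further: signal is peak over basal fluorescence ratio across a 100 second FLIPR read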
CHO parental Ca: ATP-evoked calcium signal inhibitors, parental CHO, primary screen, counter-screen for OX1R antagonist project, cell-based, fluorescence, Fluo-8 calcium dye; hit rate 0.63% among 330,000; AID 463079, 2010; inhibition, % at 5.6 µM; parental CHO-K1, ATP-induced calcium, Fluo-8 fluorescence;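 active means inhibition above that plate's mean sample inhibition plus 3 SD, cut at about 26% in these data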;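 further: 0% = ATP-challenged DMSO wells and 100% = DMSO wells without ATP; some compounds past the cut are filed as inactive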
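Test system: parental CHO cells; detection: calcium-sensitive Fluo-8 fluorescence; evaluation: percent inhibition of calcium signal; also added: ATP as calcium-mobilizing challenge; repeats: one well per compound; control set: ATP-challenged DMSO wells low, unchallenged DMSO wells high; compound: single nominal dose of 5.6 µM per compound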
CHO-K1 Ca ag: counter-screen for M1 agonists: effect in parental CHO-K1 cells. Fluo-8 calcium fluorescence; scaled to maximal ATP response, vehicle zero. hit rate 0.48% among 360,000. activation, % at 3 µM; in the data active means activation above about 15%;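 further: untransfected CHO-K1 host cells lacking M1 receptor as counterscreen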
CHO-K1 Ca PAM: nonselective calcium activators in parental CHO-K1 cells, primary screen, counter-screen for M1 PAM project, cell-based, Fluo-8 calcium fluorescence, full deck, 1536-well. ATP EC20; 0% at ATP EC20, 100% at ATP max. activation, % at 3 µM. hit rate 0.02% among 360,000;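 active means activation above the run cutoff, the mean activation of all test compounds plus 3 SD, cut at about 40% in these data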;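 further: peak over basal fluorescence ratio in a 140 s read after ATP addition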
* marks the source's active call; other numbers are inactive results; . = no result given.

Values run as follows: OXTR potentiator	CHO-K1 Ca antag	TAAR1 antag	OXTR agonist	GPR7 antag	V1aR counter	CHO parental Ca	CHO-K1 Ca ag	CHO-K1 Ca PAM
1. CCCCCCN1C[C@H](O)[C@@H](n2cc(COC(=O)c3ccccc3)nn2)C[C@@H]1c1ccc(C)cc1
 : .	-17	-14	.	.	.	.	2.7	25
2. COc1ccc2[nH]c(C)c(CCN(Cc3cccs3)C(=S)Nc3ccccc3OC)c2c1
 : -7	-6	4	0.2	7	-0.3	3	1.2	9
3. Cc1cc(C(F)F)n2ncc(C(=O)N3CCCCC3)c2n1
 : -6	-2	-11	-1.0	-5	0.4	-16	0.1	8
4. Cc1c([N+](=O)[O-])cc(C(=O)Nc2ccc(Cc3ccncc3)cc2)cc1[N+](=O)[O-]
 : -14	6	88*	0.9	-2	4.8	-13	3.4	-1
5. CCCCc1ccc(S(=O)(=O)N2CCC3(CC2)OCCO3)cc1
 : -8	-5	-10	-1.1	-7	3.0	14	1.5	1
6. O=C(CN1C(=O)COc2ccc(Cl)cc21)N1CCOCC1
 : -12	3	-16	-0.1	-8	1.4	4	0.1	2
7. Cc1ccc(S(=O)(=O)NCC(=O)NCC(=O)N2CCC(C)CC2)cc1
 : 5	-4	-2	0.3	-12	-0.7	-1	0.2	1
8. CC(C(=O)Nc1cccnc1)n1cc([N+](=O)[O-])cn1 (stereo unspecified)
 : -3	-1	-17	1.2	-22	1.4	-6	0.1	-3
9. Cc1cc(-c2nnc(CCC(=O)N(C)Cc3cccc4ccccc34)o2)no1
 : -7	-11	-1	-2.4	-4	1.4	-28	-0.2	10
10. Cc1ccc(-c2csc3nnc(SCC(=O)N4CCN(Cc5ccccc5)CC4)n23)cc1
 : -3	-14	18	-0.3	-6	-0.6	-25	0.9	21
11. COc1ccccc1NC(=S)NCC1CCCO1 (stereo unspecified)
 : -8	24*	7	-0.9	-15	0.4	5	-0.6	-14
12. CS(=O)(=O)Nc1ccc(F)cc1
 : .	-6	-6	.	.	.	.	0.7	-4
13. c1ccc(-c2cnnn2-c2ccccc2)cc1
 : .	-2	0	.	-15	.	.	1.0	14
14. CC1(NC(=O)Cc2ccc(S(=O)(=O)N3CCOCC3)s2)CCS(=O)(=O)C1 (stereo unspecified)
 : -2	-13	-2	-0.1	.	-1.0	4	1.9	8
15. NC(=O)C1CCN(C(=O)c2cnn(-c3ccccc3)c2NC(=O)c2cccc(F)c2)CC1
 : -8	-9	-9	0.0	10	0.8	-14	0.3	-9
16. COc1cccc(COC(=O)C2CC(=O)N(Cc3ccco3)C2)c1OC (stereo unspecified)
 : -9	4	2	1.0	2	1.4	-16	-0.1	7
17. CC(=O)Nc1cccc(NC(=O)c2ccc(COc3ccccc3)cc2)c1
 : .	5	7	.	-8	.	.	10	1
18. CC(=O)Nc1cc(-c2cccc(C(=O)NCCN(C)C)c2)cn2c(-c3ccc(F)c(Cl)c3)cnc12
 : .	-5	-11	.	.	.	.	0.4	5
19. Cc1cccn2c(=O)c(C=O)c(N3CCN(c4ccccc4)CC3)nc12
 : -4	-6	17	-0.7	0	-0.5	3	2.6	15
20. Cc1ccc(S(=O)(=O)N2[C@@H](c3cccc(Cl)c3)C(C(=O)O)=CC[C@H]2c2ccc(Cl)c(Cl)c2)cc1
 : -22	-11	43	-1.4	.	0.1	37*	-0.1	15
21. c1ccc(CSc2nnc(-c3ccco3)n2Cc2ccccc2)cc1
 : -7	-5	8	-2.7	8	-1.2	-24	1.3	9
22. COc1ccc(C2CC(c3ccccc3)=NN2C(=O)c2cccs2)cc1 (stereo unspecified)
 : -5	12	-7	0.9	-3	0.3	-40	-0.1	-5
23. CCOCCCNC(=O)Cc1c(C(=O)O)[nH]c2ccc(Cl)cc12
 : -6	5	-22	-0.2	-14	-0.5	3	-0.2	-11
24. CCOC(=O)C(C#N)C(=N)C1C(=O)OC2CCCCC21 (stereo unspecified)
 : .	-12	-2	.	.	.	.	1.2	22
25. CC[C@@H](C)[C@@H]1CN([C@@H](C)CN2CCC[C@H]2CN2C(N)=NC[C@H]2C(C)C)C(=N)N1CCc1ccc(Cl)c(Cl)c1
 : 2	5	-4	0.2	.	0.6	-13	0.3	7
26. O=C(O)c1ccc2c(c1)OCCO2
 : -6	-18	-6	0.7	-3	1.0	-14	0.3	17
27. CCCc1nc(N)c(C#N)c(-c2ccco2)c1CC
 : -2	-27	-17	-0.8	-7	-1.1	-21	-0.5	5
28. O=C(OCCO)c1c(C2=CCCCC2)oc2c1C(OCCO)CCC2 (stereo unspecified)
 : .	-15	-12	.	.	.	.	0.2	-1
29. CC(=O)C1=NOC(CNC(=O)c2c(-c3ccccc3Cl)noc2C)C1 (stereo unspecified)
 : -16	-2	-9	0.2	-2	-0.4	-18	4.0	19
30. Cc1c(C(=O)N2CCCC2)c(S(=O)(=O)NCC(C)c2ccccc2)c(C)n1C (stereo unspecified)
 : -4	-5	-24	0.0	-2	0.7	-21	-0.1	-8
31. O=C(CSc1nc2ccccc2c(=O)n1CCCN1CCOCC1)Nc1cccc(S(=O)(=O)N2CCCCCC2)c1
 : -6	-2	7	-0.5	6	1.1	-10	-0.9	3
32. Cc1ccc(N2C(S)=C(C#N)C(=O)NC2c2cccs2)cc1 (stereo unspecified)
 : 6	-13	2	0.7	-15	0.5	-3	1.1	22
33. Cc1ccc(C(=O)N2CCC(Cc3ccccc3)CC2)cc1[N+](=O)[O-]
 : -8	-12	18	-0.9	3	1.0	11	1.3	15
34. Cc1cc(C)nc(SCc2cccc(C(=O)O)c2)n1
 : 2	-10	-5	-0.1	0	0.7	-1	0.6	-1
35. COc1ccc(C(=O)NNC(=O)CSc2nnc3ccccn23)cc1OC
 : -6	1	-10	-0.1	.	0.6	-1	-0.1	-4
36. CC(NC(=O)C1CCCCC1)c1ccc2c(c1)OCCO2 (stereo unspecified)
 : -8	9	-8	-0.2	-5	0.9	-16	0.0	-5
37. COc1ccc(CCNC(=O)CSCc2ccc(Br)cc2)cc1OC
 : -9	6	-4	-0.9	-6	0.3	-9	0.1	-15
38. O=C(Cc1cccs1)NCc1cccs1
 : 1	-4	.	0.0	-6	0.0	-12	0.0	9
39. COCCN(CC(=O)NCc1ccccc1)C(=O)CCC(=O)Nc1ccccn1
 : -9	-7	-11	-0.4	-9	0.3	6	-0.1	13
40. Cc1ccccc1OCCNC(=S)Nc1ccccc1
 : -22	-3	13	2.0	-8	6.5	14	2.4	5
41. Cc1cc2n(n1)C(c1sccc1C)Nc1ccccc1-2 (stereo unspecified)
 : 9	17	15	-1.4	-17	-0.5	-14	-0.1	-7
42. Cc1cc(CN(C)Cc2c(C(=O)N3CCCCCCC3)nc3ccc(Cl)cn23)n[nH]1
 : -1	-6	-4	-1.3	-20	0.9	-9	0.8	2
43. COc1ccc(S(=O)(=O)N2CCC(C(=O)N3CCCCCC3)CC2)cc1
 : -2	-15	-5	1.6	-6	0.6	-5	1.6	20
44. Cc1cc(=O)oc2cc(NC(=O)c3ccccc3OC(F)F)ccc12
 : -7	-11	14	-0.4	5	-0.2	-14	1.9	-23
45. O=C(C1CCCCC1)N1CCC(CO)(Cc2ccccc2Cl)CC1
 : -15	-3	-7	0.5	3	0.7	-13	2.1	16
46. COc1ccc(-c2cc(C(=O)N3CCCC(C(F)(F)F)C3)c3ccccc3n2)cc1OC (stereo unspecified)
 : -7	-2	50*	-2.2	.	-0.5	-18	5.2	22
47. O=C(Nc1nnc(-c2ccccc2Cl)o1)c1ccco1
 : -5	-1	11	0.5	-5	0.5	-1	0.1	5
48. CC1CCN(CC(=O)Nc2ccc(S(=O)(=O)N3CCC(C)CC3)cc2)CC1
 : -1	-11	14	1.9	-8	3.4	-6	0.8	15
49. Cc1ccsc1C(C(=O)NC(C)(C)C)N(Cc1ccco1)C(=O)c1csnn1 (stereo unspecified)
 : -1	-14	4	0.2	-21	0.6	-9	0.9	15
50. C/C(=N/NS(=O)(=O)c1ccc(Br)cc1)c1cccc(NC(=O)C2CC2)c1
 : .	-8	2	.	.	.	.	0.4	4
51. O=c1oc2cc(OCc3ccc(F)cc3F)ccc2cc1-c1ccccn1
 : 9	1	-9	-0.1	-2	0.1	2	0.5	15
52. Nc1ccc2c(c1)C/C(=C/c1ccco1)C2=O
 : -2	23	-21	-1.2	-13	0.8	0	-0.2	-16
53. Cc1cc(C)cc(C(=O)Nc2ccncc2)c1
 : -9	16	13	-0.8	-8	-1.1	-6	0.1	-10
54. COc1ccc(F)cc1-c1cc(C(=O)N2CCc3ccccc3C2)[nH]n1
 : .	-29	0	.	.	.	.	0.1	22
55. Cc1c(C#N)c2ccccc2n1CC(=O)NCc1ccccc1
 : -3	-4	9	1.2	-3	0.6	-13	0.6	4
56. Cc1nc(N)sc1-c1csc(Nc2ncccn2)n1
 : .	-6	-1	.	-7	.	.	0.3	13

Screening data from PubChem.
